Screens as filed in PubChem BioAssay.
ZTA DNA inh: ZTA (EBV) inhibition in EBNA-1 counter-screen; P03206; ZTA-DNA binding, fluorescence polarization; inhibition, % at 11 µM; hit rate 0.15% among 320,000; in the data active = inhibition above about 33%
Target sequence (P03206 whole entry, looked up): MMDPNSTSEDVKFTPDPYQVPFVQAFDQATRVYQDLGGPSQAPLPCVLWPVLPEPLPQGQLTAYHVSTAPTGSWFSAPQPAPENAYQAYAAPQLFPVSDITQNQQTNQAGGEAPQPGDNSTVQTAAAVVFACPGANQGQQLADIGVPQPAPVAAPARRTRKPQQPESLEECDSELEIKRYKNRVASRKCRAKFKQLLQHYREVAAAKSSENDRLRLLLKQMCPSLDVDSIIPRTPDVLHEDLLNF
LYPLA2 inh: LYPLA2 inhibitors, primary screen, counter-screen for PME1 inhibitor project, biochemical, fluorescence polarization, FP-Rh probe ABPP; recombinant LYPLA2; inhibition, % at 5.9 µM; hit rate 0.38% among 320,000;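 active = inhibition above the screen-wide mean plus 3 SD, limit set per campaign, cut at about 26% in these data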;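 note: 0% = LYPLA2 with DMSO and 100% = wells lacking LYPLA2 enzyme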
Target sequence (O95372 whole entry, looked up): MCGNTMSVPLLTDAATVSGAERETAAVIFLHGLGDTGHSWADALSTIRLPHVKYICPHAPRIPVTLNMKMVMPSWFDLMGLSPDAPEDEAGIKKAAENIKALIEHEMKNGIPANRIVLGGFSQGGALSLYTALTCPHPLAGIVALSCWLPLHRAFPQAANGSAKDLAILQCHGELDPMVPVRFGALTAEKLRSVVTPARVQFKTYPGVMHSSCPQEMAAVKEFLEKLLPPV
pPAFAH inh: pPAFAH enzyme inhibitors, primary screen, biochemical, fluorescence polarization, human; Platelet-activating factor acetylhydrolase (Homo sapiens), Q13093; recombinant pPAFAH, FP-rhodamine probe fluorescence polarization; inhibition, % at 3.39 µM; hit rate 1.5% among 330,000;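 active = inhibition above the mean inhibition across the screen plus 3 SD, cut at about 25% in these data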;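 note: inhibitors block binding of the rhodamine activity-based probe so polarization drops; 0% = enzyme with DMSO and 100% = wells lacking pPAFAH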
PREPL inhibitor: PREPL enzyme inhibitors, primary screen, biochemical, fluorescence polarization; AID 2751, 2010; hit rate 0.68% among 320,000; inhibition, % at 5.96 µM; recombinant PREPL, fluorescence polarization activity-based probe; in the data active = inhibition above about 43%;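 note: 0% = enzyme with DMSO and 100% = wells lacking enzyme; many of its hits are not listed in these tables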
PAFAH1B2 inh: PAFAH1B2 enzyme inhibitors, primary screen, biochemical, fluorescence polarization, human | Platelet-activating factor acetylhydrolase IB subunit alpha2 (Homo sapiens), P68402 | recombinant PAFAH1B2, FP-rhodamine activity probe | inhibition, % at 3.39 µM | hit rate 1.2% among 340,000 | AID 492953, 2010;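 active = inhibition above the mean of all tested compounds plus 3 SD, cut at about 24% in these data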;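 note: 0% = enzyme with DMSO and 100% = wells lacking PAFAH1B2; many of its hits are not listed in these tables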
LYPLA1 counter: LYPLA1 inhibitors, primary screen, counter-screen for PME1 inhibitor project, biochemical, fluorescence polarization, FP-Rh probe ABPP; inhibition, % at 5.9 µM; recombinant LYPLA1; hit rate 0.16% among 320,000; Acyl-protein thioesterase 1 (Homo sapiens), O75608;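 active = inhibition above the mean of all tested compounds plus 3 SD, set per campaign, cut at about 14% in these data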;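 note: inhibitors block serine hydrolase probe labeling of LYPLA1 so polarization falls; 0% = enzyme with DMSO and 100% = wells lacking LYPLA1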
Target sequence (O75608 whole entry, looked up): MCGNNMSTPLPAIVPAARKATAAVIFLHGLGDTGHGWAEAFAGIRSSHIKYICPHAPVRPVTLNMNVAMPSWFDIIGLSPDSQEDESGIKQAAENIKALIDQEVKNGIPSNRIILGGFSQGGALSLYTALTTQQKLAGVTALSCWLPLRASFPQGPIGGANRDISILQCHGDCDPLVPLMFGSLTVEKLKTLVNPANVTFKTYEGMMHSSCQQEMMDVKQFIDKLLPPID
PAFAH1B3 inh: PAFAH1B3 enzyme inhibitors, primary screen, biochemical, fluorescence polarization, human; Platelet-activating factor acetylhydrolase IB subunit alpha1 (Homo sapiens), Q15102; recombinant PAFAH1B3, FP-rhodamine probe; inhibition, % at 3.39 µM; hit rate 0.28% among 340,000; AID 492972, 2010;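 active = inhibition above the screen-wide average of all tested compounds plus 3 SD, cut at about 25% in these data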;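 note: 0% = enzyme with DMSO only and 100% = wells lacking PAFAH1B3 protein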
Target sequence (Q15102 whole entry, looked up): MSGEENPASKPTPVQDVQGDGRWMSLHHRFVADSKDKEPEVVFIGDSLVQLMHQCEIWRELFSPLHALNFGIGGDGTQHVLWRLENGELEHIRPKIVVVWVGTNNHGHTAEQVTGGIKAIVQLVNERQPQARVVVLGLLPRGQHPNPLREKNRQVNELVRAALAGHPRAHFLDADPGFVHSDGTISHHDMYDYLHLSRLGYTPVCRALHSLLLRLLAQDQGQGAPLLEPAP
PAFAH2 inh: PAFAH2 enzyme inhibitors, primary screen, biochemical, fluorescence polarization, human. Platelet-activating factor acetylhydrolase 2, cytoplasmic (Homo sapiens), Q99487. recombinant PAFAH2, FP-rhodamine activity probe. inhibition, % at 3.39 µM. hit rate 0.99% among 340,000. AID 492956, 2010;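 active = inhibition above the mean over all tested compounds plus 3 SD, cut at about 30% in these data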;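 note: inhibitors block probe labeling of enzyme so polarization drops; 0% = enzyme with DMSO and 100% = wells lacking PAFAH2 protein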
EBNA-1 inh: EBNA-1 DNA-binding inhibitors, primary screen, biochemical, fluorescence polarization; hit rate 0.34% among 300,000; inhibition, % at 14.8 µM; in the data active = inhibition above about 28%
Active calls of the source: *; nt = not tested or not shown. Only part of the results is shown. The share of hits here may be higher or lower than overall.

SMILES	ZTA DNA inh	LYPLA2 inh	pPAFAH inh	PREPL inhibitor	PAFAH1B2 inh	LYPLA1 counter	PAFAH1B3 inh	PAFAH2 inh	EBNA-1 inh
CCOC(=O)CC(NC(=O)c1cccs1)c1ccc(OCC)cc1 (stereo unspecified)	8	1	1	-5	-2	2	9	-9	-6
Cc1cc2c(c(C)c1Br)C(c1ccc3c(c1)OCO3)CC(=O)O2 (stereo unspecified)	nt	nt	-2	nt	0	nt	7	-3	nt
CC12CC(O)C3c4ccc(O)cc4CCC3C1CC/C2=N\O (stereo unspecified)	15	-6	-2	-11	-3	-3	6	-1	9
CSc1nnc(N2C(=O)C(O)=C(C(=O)c3ccc(C)o3)C2c2ccc(C)cc2)s1 (stereo unspecified)	3	1	5	4	0	2	-2	6	3
COCc1c(C(=O)N/N=C/c2ccco2)nnn1-c1nonc1N	2	-2	3	9	6	-2	-3	0	1
Cc1ccccc1/C=c1\s/c(=C\C(=O)C(C)(C)C)[nH]c1=O	-18	-6	9	6	0	-4	1	-2	-20
O=C(/C=C/c1ccco1)N(c1ccccn1)c1ccccn1	12	0	33*	11	7	1	10	23	6
Cc1ccccc1-c1cc(C(=O)Nc2nc3c(s2)CCCC3)c2ccccc2n1	9	-2	5	4	3	-8	-4	-1	8
O=C(O)c1cnc(-c2ccccc2)nc1C(F)(F)F	9	-6	0	-9	1	1	1	0	0
CCCn1c(=O)c(C(=O)NNS(=O)(=O)c2ccc(NC(=O)OC)cc2)c(O)c2ccccc21	2	-4	4	-6	9	-1	-1	-8	19
Cc1ccc(NC(=O)Cn2nc(C)c(S(=O)(=O)N(C)C)c2C)cc1	1	4	-1	-1	5	1	4	-3	12
CCNc1nnc(CSc2nc3ccccc3s2)s1	-22	7	8	7	8	2	8	4	-2
O=C(Cn1cc(C(F)(F)F)ccc1=O)NCC1CCCO1 (stereo unspecified)	-1	-6	3	2	1	0	8	-1	nt
Clc1ccc(-c2noc(CN(Cc3ccccn3)CC3CCCO3)n2)cc1 (stereo unspecified)	-2	7	4	41	6	0	4	-1	4
Cn1c(N=NC(=O)c2ccccc2)c(O)c2ccccc21	-27	-1	6	43	-2	3	0	0	-18
Cc1cc2ncn(CC(O)COC3CCCCC3)c2cc1C (stereo unspecified)	-11	0	-1	18	8	4	6	-1	-10
CNC(=O)/C(C#N)=C/c1c(N2CCN(c3cccc(Cl)c3)CC2)nc2c(C)cccn2c1=O	-9	-1	3	0	4	-6	5	7	-4
C/C(=N\NC(=O)c1csc(C)c1C)c1ccco1	16	5	6	0	5	-1	6	4	3
COC(=O)c1ccc(CNC(=O)c2coc3ccccc3c2=O)cc1	-3	2	-3	3	1	-1	5	5	-10
CCOC(=O)C1CCN(C(=O)CN(C)S(=O)(=O)c2cc(C)ccc2OC)CC1	-7	5	0	12	-1	3	7	4	-6
O=C(N1CCOCC1)C(F)(F)C(=O)N1CCOCC1	-12	3	1	-8	3	1	10	-7	-8
CC(C)c1cccc(C(C)C)c1NC(=O)CN1C(=O)NC2(CCCCCCC2)C1=O	16	-3	1	0	-5	-2	10	5	nt
O=C(COc1ccc(Cl)cc1)NCc1ccccc1	0	6	7	-14	8	2	6	-2	1
Cc1csc(NC(=O)CSc2nc(=O)n(CCCN(C)C)c3c2CCC3)n1	-12	-1	4	5	-5	2	3	2	3
O=C1NCC(COc2ccc(Cl)cc2)O1 (stereo unspecified)	13	-4	0	-3	4	-4	-1	-4	16
O=C(COC(=O)c1ncc(Cl)c(Cl)c1Cl)Nc1cccnc1Cl	-6	1	1	12	2	2	-2	5	-2
c1ccc(Cn2c(CNc3nc4ccccc4n3CCN3CCCCC3)nc3ccccc32)cc1	6	-4	1	32	5	-1	4	-11	-14
COc1cc(OC)cc(-c2oc(=O)c3cc(OC)c(OC)cc3c2/C=C/c2ccc(F)cc2)c1	-27	4	-1	18	-4	2	3	-9	nt
Cn1nccc1C(=O)Nc1ccc(S(=O)(=O)N2CCCC2)cc1	-7	0	4	7	5	2	-1	2	-3
O=C(NC1CCN(Cc2cccc([N+](=O)[O-])c2)CC1)c1ccccc1	-2	5	2	12	2	4	5	4	-1
CC(=O)C(C(C)=O)C1(O)C(=O)c2ccccc2C1=O	14	5	-2	9	16	2	34*	-3	1
CCOC(=O)C1=C(CC)Nc2ccccc2N/C1=N\S(=O)(=O)c1ccc2ccccc2c1	-4	3	11	23	1	1	11	0	-8
O=C1/C(=C/c2cccc(Cl)c2)CSc2sccc21	-13	19	9	-29	-4	3	3	1	-5
CC(C)C(c1nnnn1C1CCCCC1)N1CCN(C(=O)c2ccco2)CC1 (stereo unspecified)	-18	-3	0	6	5	-1	1	7	-15
Cc1ccc(OCC(=O)Nc2ccc3c4c(cccc24)CC3)c(C)c1	-9	1	0	2	-1	3	4	2	10
CCN(C(=O)c1ccc(Br)cc1)c1ccccc1	-19	6	5	10	8	1	4	2	-6
CC1CCN(Cc2c(C(=O)N/N=C/c3ccc(C(C)(C)C)cc3)nnn2-c2nonc2N)CC1	4	-2	-1	-3	-4	-2	2	-1	-6
Cn1cncc1C#Cc1c(-c2ccc(S(C)(=O)=O)cc2)sc2ccccc12	nt	nt	8	21	2	nt	9	-2	nt
O=C(C[C@H]1C/C=C\CC[C@@H](Cc2ccc(F)cc2)C(=O)OC[C@H]2CCCN2C1=O)N[C@@H](CO)Cc1ccccc1	nt	nt	-1	53*	6	nt	1	10	nt
CC1CCCCC12NC(=O)N(CC(=O)Nc1ccc(OC(F)F)cc1)C2=O (stereo unspecified)	nt	nt	0	7	0	nt	14	5	nt
c1cn2c(NC3CCCC3)c(-c3ccc(N4CCOCC4)cc3)nc2cn1	11	14	0	29	1	5	0	2	3
O=C(NCc1ccco1)Nc1ccccc1Cl	-26	6	2	16	-3	4	1	-2	-20
Cc1ccc(S(=O)(=O)NNC(=O)c2ccc3ccccc3n2)cc1	-17	2	1	-17	3	1	11	11	-14
Cn1c(=O)oc2cc(S(=O)(=O)NCCC(=O)NCCc3ccc(Cl)cc3)ccc21	-6	-3	14	-1	32*	-2	1	-4	-7
NNC(=O)c1sc2nc(N3CCOCC3)c3c(c2c1N)CCCC3	-15	0	15	34	nt	-2	nt	nt	1
Nc1nnc(COc2cccc(C(F)(F)F)c2)s1	13	-3	2	14	6	1	2	-13	-4
Cc1ccc(C(=O)C2CCN(C(=S)NCCCOC(C)C)CC2)cc1	-5	10	7	-16	-4	3	-2	-4	-8
Cc1ccc(C)c(C(C)NC(=O)Cc2cccs2)c1 (stereo unspecified)	-27	-1	-4	13	3	-4	-2	1	-5
NC(=O)c1nsc(C(=O)N(CC(=O)NCc2ccccc2)c2cccc(F)c2)c1N	10	5	8	-7	2	1	2	4	9
COc1nc(NCCC2=CCCCC2)nc(OC)n1	13	4	3	7	6	-2	4	0	1

The list goes on:
SMILES	ZTA DNA inh	LYPLA2 inh	pPAFAH inh	PREPL inhibitor	PAFAH1B2 inh	LYPLA1 counter	PAFAH1B3 inh	PAFAH2 inh	EBNA-1 inh
CC(C)(C)NS(=O)(=O)c1ccc(CCC(=O)NCc2ccc3c(c2)OCO3)cc1	-4	1	7	-8	-5	-1	-3	-3	4
CCC(NS(=O)(=O)c1ccc(C)cc1)C(=O)O (stereo unspecified)	-11	-2	-3	16	1	-2	11	-2	-10
Cc1ccc2oc(=O)c(/C=C(\O)c3cccs3)nc2c1	9	0	5	-3	5	0	4	9	-4
COC(=O)C(NC(=O)c1ccccc1)c1ccccc1 (stereo unspecified)	-18	3	5	-4	-4	3	-2	1	-5
CC(=O)C1C(c2ccncc2)NC(=O)NC1(O)C(F)(F)F (stereo unspecified)	-5	8	4	2	2	2	5	5	-7
CCCn1c(=O)[nH]c(=O)c2c1nc(-c1ccc(OC)c(Br)c1)n2CCOC	7	3	-3	8	4	2	7	5	4
Cc1ccc(CSCC(=O)Nc2c(C)n(C)n(-c3ccccc3)c2=O)cc1	-6	5	2	12	-1	1	9	1	12
NC(=O)c1cc(-c2ccncc2)nc2ccc(Cl)cc12	6	-3	1	-1	2	-2	4	6	2
CCN1CCN(S(=O)(=O)c2cccc3nsnc23)CC1	-2	5	5	4	5	1	6	9	4
O=S(NC1CCCCC1)C12CC3CC(CC(C3)C1)C2 (stereo unspecified)	-10	6	4	12	13	2	-1	-1	-1
O=C(c1cnn2c(C(F)F)cc(-c3ccccc3)nc12)N1CCSCC1	4	1	-5	-2	5	1	5	2	-4
O=C(CN1CCC(C(O)(c2ccccc2)c2ccccc2)CC1)Nc1cc(Cl)ccc1Cl	4	0	-1	13	-10	1	-6	-11	0
c1cnc2c(OCc3cn4cccnc4n3)cccc2c1	-9	2	6	-2	3	-1	-1	3	-2
CC(C)N1CC2(c3ccccc3)CN(C(C)C)CC(c3ccccc3)(C1)C2=O	-9	9	5	18	4	0	-3	10	0
Cc1cc(Nc2ccccc2)nc(-c2ccccc2O)n1	-4	-12	5	15	3	-15	7	9	-10
COc1ccc(N2CCN(C(=O)c3ccc(NS(=O)(=O)c4ccc(F)cc4)cc3)CC2)cc1	-5	8	1	-6	4	-4	10	5	-19
Cc1ccc(C)c(NC(=O)c2cccc(Oc3ccc([N+](=O)[O-])cc3Cl)c2)c1	3	-11	-11	11	-4	-3	-1	-10	-5
Nc1nnc(N2CCc3ccccc32)s1	13	-4	0	6	2	2	12	2	1
COc1ccc(OC)c(CN2CCCC(CO)C2)c1 (stereo unspecified)	-2	-1	4	2	2	-1	6	2	5

Molecules shown so far with a Cl atom (eleven):
SMILES	ZTA DNA inh	LYPLA2 inh	pPAFAH inh	PREPL inhibitor	PAFAH1B2 inh	LYPLA1 counter	PAFAH1B3 inh	PAFAH2 inh	EBNA-1 inh
Clc1ccc(-c2noc(CN(Cc3ccccn3)CC3CCCO3)n2)cc1 (stereo unspecified)	-2	7	4	41	6	0	4	-1	4
CNC(=O)/C(C#N)=C/c1c(N2CCN(c3cccc(Cl)c3)CC2)nc2c(C)cccn2c1=O	-9	-1	3	0	4	-6	5	7	-4
O=C(COc1ccc(Cl)cc1)NCc1ccccc1	0	6	7	-14	8	2	6	-2	1
O=C1NCC(COc2ccc(Cl)cc2)O1 (stereo unspecified)	13	-4	0	-3	4	-4	-1	-4	16
O=C(COC(=O)c1ncc(Cl)c(Cl)c1Cl)Nc1cccnc1Cl	-6	1	1	12	2	2	-2	5	-2
O=C1/C(=C/c2cccc(Cl)c2)CSc2sccc21	-13	19	9	-29	-4	3	3	1	-5
O=C(NCc1ccco1)Nc1ccccc1Cl	-26	6	2	16	-3	4	1	-2	-20
Cn1c(=O)oc2cc(S(=O)(=O)NCCC(=O)NCCc3ccc(Cl)cc3)ccc21	-6	-3	14	-1	32*	-2	1	-4	-7
NC(=O)c1cc(-c2ccncc2)nc2ccc(Cl)cc12	6	-3	1	-1	2	-2	4	6	2
O=C(CN1CCC(C(O)(c2ccccc2)c2ccccc2)CC1)Nc1cc(Cl)ccc1Cl	4	0	-1	13	-10	1	-6	-11	0
Cc1ccc(C)c(NC(=O)c2cccc(Oc3ccc([N+](=O)[O-])cc3Cl)c2)c1	3	-11	-11	11	-4	-3	-1	-10	-5
